CHT allo act: allosterically activates the human high affinity choline transporter. Q9GZV3. 310,000 compounds, 0.49% hits. AID 488977. B-score at 10 µM. CHT-expressing cells, membrane potential dye, choline EC20; hits give high values; LV-AA mutant CHT in HEK293 cells;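 active = initial fluorescence not abnormally high and integrated response B-score, plate-corrected, over 3 SD above library mean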
CHT block: inhibitors of human choline transporter CHT. Q9GZV3. CHT-expressing cells, membrane potential dye, choline response; hits give low values. B-score at 10 µM. 310,000 compounds, 0.86% hits;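 active = B-score over 3 SD under the library average, and starting fluorescence ratio not unusually high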;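 note: choline stimulus applied at its EC90 after an EC20 pre-addition; B-score computed on integrated fluorescence ratio after choline addition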
STK33 kinase inh: human STK33 kinase inhibition; Q9BYT3; purified STK33, MBP phosphorylation, ADP-Glo luminescence; inhibition, % at 10 µM; 320,000 compounds, 0.073% hits;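 active = inhibition at or above 25%, using the most active replicate where run in duplicate; inactive = inhibition below 25%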
Target sequence (Q9BYT3 whole entry, looked up): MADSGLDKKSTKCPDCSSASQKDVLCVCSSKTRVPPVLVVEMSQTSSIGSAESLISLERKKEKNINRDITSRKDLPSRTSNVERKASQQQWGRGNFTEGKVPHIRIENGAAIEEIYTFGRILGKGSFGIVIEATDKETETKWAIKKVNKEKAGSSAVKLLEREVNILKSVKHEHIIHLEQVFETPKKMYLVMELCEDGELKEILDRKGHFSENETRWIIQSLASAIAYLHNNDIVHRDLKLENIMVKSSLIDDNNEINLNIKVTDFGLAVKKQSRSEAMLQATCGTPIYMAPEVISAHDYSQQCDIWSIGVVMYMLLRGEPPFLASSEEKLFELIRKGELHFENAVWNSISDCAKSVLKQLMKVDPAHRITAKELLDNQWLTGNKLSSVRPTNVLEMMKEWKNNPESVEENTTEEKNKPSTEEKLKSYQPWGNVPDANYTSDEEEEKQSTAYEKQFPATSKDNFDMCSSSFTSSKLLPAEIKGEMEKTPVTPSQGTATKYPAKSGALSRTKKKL
Active calls of the source: *; i = inactive. Outcome played no part in choosing rows; 1.5% or so of the library scored in one or more.

SMILES	CHT allo act	CHT block	STK33 kinase inh
CC(C)C[C@H](NC(=O)N1CCn2c1nc1ccccc12)C(=O)NC1CCCCC1	i	i	0.6
COc1ccc(Br)cc1[C@H]1[C@@H]2C=CCC[C@@]2(C)C(=O)N1Cc1ccccc1	i	i	-1.6
CCOc1ccc2nc(NC(=O)Cn3[nH]c(=O)c4ccccc4c3=O)sc2c1	i	i	0.3
CC(C)OC(=O)c1c(NC(=O)c2ccco2)sc2c1CCCC2	i	i	-0.6
COCCOCCOCCC(=O)NC1CC2CCC1(C)C2(C)C (stereo not given)	i	i	-4.1
COc1cc(Cl)cc(C2NC(=S)NC(c3ccccc3)=C2C(C)=O)c1OCC(=O)O (stereo not given)	i	i	-1.1
CCc1cccc(NC(=O)CCNS(=O)(=O)c2cccc3nonc23)c1	i	i	0.0
CCC(CO)Nc1ncnc2onc(-c3ccc(F)cc3)c12 (stereo not given)	i	i	0.1
COc1cccc(C(=O)NCC(C)(C)SCc2ccc(F)cc2)c1	i	i	-0.1
CCN(CC(=O)Nc1c(F)cccc1F)C(=O)c1ccc(S(=O)(=O)N2CCCC2)cc1	i	i	0.3
CC(Sc1nnc(-c2cccnc2)n1-c1ccccc1F)C(=O)N1CCCc2ccccc21 (stereo not given)	i	i	0.2
CCCn1c(SCC(=O)O)nc2ccccc21	i	i	-2.4
O=C(Nc1cccc(F)c1)Nc1ccccn1	i	i	-1.3
Cc1nn(C)c(C)c1Sc1ccc(Br)cc1	i	i	-1.0
Cc1coc2c(O)cc3c(c12)OC1(N2CCCCC2)C(=O)NCCCC31 (stereo not given)	i	i	5.8
COc1ccc(NC(=S)Nc2ccc(OCc3ccccc3)cc2)c(OC)c1	i	i	-0.5
COc1ccc(C(=O)N(Cc2ccc(N(C)C)cc2)C2CCS(=O)(=O)C2)cc1 (stereo not given)	i	i	0.4
Cc1c(NS(=O)(=O)c2ccc(F)cc2)c(=O)n(-c2ccccc2)n1C	i	i	-1.8
CC(=O)N(Cc1ccccn1)Cc1ccco1	i	i	-1.8
CN(C)S(=O)(=O)N1CCN(Cc2ccccc2)CC1	i	i	-0.7
COc1ccc(Oc2c(Cl)cnn(-c3ccc(F)cc3)c2=O)cc1	i	i	-0.2
COc1cc(OC)cc(C(=O)NCC(=O)OCc2nc3ccccc3s2)c1	i	i	0.2
Cc1cc(C)nc(OC(=O)c2ccc(Cl)cc2Cl)n1	i	i	-0.1
O=C(Nc1ccc(C(F)(F)F)cc1)c1cccnc1N1CCOCC1	i	i	-1.5
CCOC(=O)N1CCN(Cc2ccccn2)CC1	i	i	-0.7
O=c1[nH]c(NCCO)nc2ncn(Cc3ccccc3)c12	i	i	-1.7
O=C(Nc1cc(S(=O)(=O)N2CCOCC2)ccc1N1CCCC1)c1cc(=O)[nH]c2ccccc12	i	i	0.2
CCOC(=O)c1ccc(NC(=O)c2cc3c(s2)CCC3)cc1	i	i	-1.1
COc1ccccc1C1c2ccc3ccccc3c2Oc2ncn(CCN(C)C)c(=N)c21 (stereo not given)	i	i	1.2
CC(=O)c1c(C)nc2ccc(Br)cc2c1-c1ccccc1	i	i	-1.3
CCOc1cc(/C=N/n2cnnc2)cc(Br)c1O	i	i	5.3
Cc1oc(=O)c(NC(=O)c2ccccc2)cc1C(=O)c1ccccc1	i	i	0.8
C#CC1CCCCC1NC(=O)Nc1cnccc1C(F)(F)F (stereo not given)	i	i	-0.3
O=c1ccccn1Cc1ccccc1F	i	i	-1.0
COc1ccc(C(=O)Nc2ccnn2C2CCN(Cc3ccn[nH]3)CC2)cc1	i	i	0.6
COc1ccc(CCN(C)C(=O)c2c(C)nn(CC(C)C)c2Cl)cc1OC	i	i	-0.2
O=C(CNc1cccc(C(F)(F)F)c1)N/N=C/C1CCCCC1	i	i	0.3
O=C(Nc1cccnc1N1CCOCC1)c1ccco1	i	i	-0.6
COc1ccc(-c2noc(CNC(=O)Nc3ccc(F)cc3)n2)cc1	i	i	-0.9
Cc1cccc(NC(=O)CSc2nnnn2-c2cccnc2)c1	i	i	4.6
COC(=O)Cc1sc(-c2ccccn2)nc1-c1ccccc1	i	i	-0.3
CC1=Nc2ccccc2/C1=C/c1sc(=N)n(-c2nccs2)c1O	i	i	1.8
Cc1cccc2nc(CSc3nc4ccccc4[nH]3)cn12	i	i	1.0
CC(C)(C)c1ccc(-c2cc(C(=O)NNC(=O)Nc3ccccc3)c3ccccc3n2)cc1	i	i	0.6
CCc1cccc(NC(=O)Cc2cn(C)c3ccccc23)c1	i	i	-0.7
CCn1cnc2c1c(=O)n(CC(=O)NN)c(=O)n2Cc1ccccc1	i	i	-2.0
CCNCc1ccc(OCc2ccccc2F)c(OC)c1	i	i	1.4
CC1(C)CC(=O)c2cc(OCC(=O)NCc3cccnc3)ccc2O1	i	i	-2.2
O=C(Nc1ccccc1)C1=C[C@H](c2ccc3c(c2)OCO3)C[C@H](OCCCCO)O1	i	i	-1.8
COc1ccc2c(CC(=O)Nc3c(C)n(C)n(-c4ccccc4)c3=O)coc2c1	i	i	-5.2
O=C(NCc1ccccc1Cl)C1CCC(=O)N(C2CCCC2)C1 (stereo not given)	i	i	-0.4
CCn1ccc(=O)c2cc3c(cc21)OCO3	i	i	0.6
COC(=O)CNC(=O)c1nn(-c2cccc(OC)c2)c(=O)c2ccccc12	i	i	-0.2
COc1ccc2oc(C(=O)OC(C)C(=O)NC3(C#N)CCCCC3)c(C)c2c1 (stereo not given)	i	i	-1.0
CC1Sc2ccc(S(=O)(=O)CCC(=O)NC(C)c3ccccc3)cc2NC1=O (stereo not given)	i	i	-0.2
O=C1CCCc2c1nc(-c1cccc(Cl)c1)n2O	i	i	-1.0
Cc1nc2sccn2c(=O)c1S(=O)(=O)NCC(C)c1ccccc1 (stereo not given)	i	i	-1.8
CCCCNC(=O)C1CCCN(S(=O)(=O)c2c(C)noc2/C=C/c2cccs2)C1 (stereo not given)	i	i	-2.2
CCn1cc(C(=O)N[C@@H](CCSC)C(=O)NCCCO)c(=O)c2cc3c(cc21)OCO3	i	i	-0.9
CCCC(=O)N(CCc1ccc(OC)cc1)Cc1nc2ccccc2c(=O)[nH]1	i	i	-1.1
Continued:
SMILES	CHT allo act	CHT block	STK33 kinase inh
COc1cc2c(=O)n(CC3CCCO3)c(=O)n(CC(=O)Nc3ccc(F)cc3F)c2cc1OC (stereo not given)	i	i	0.5
Cc1occc1C(=O)NC1CCCc2ccccc21 (stereo not given)	i	i	-0.3
COc1ccc(-c2[nH]ncc2CN2CCCN(C(=O)c3ccco3)CC2)cc1F	i	i	-0.4
Cc1ccc(NC(=O)CSc2nc3c(c(=O)n(C)c(=O)n3C)n2C)cc1	i	i	-2.5
COC(=O)CCC(=O)NC(=S)Nc1ccc(S(=O)(=O)Nc2cc(C)on2)cc1	i	i	2.0
Cc1ccc(Nc2ncnc3nc[nH]c23)cc1Cl	i	i	-0.6
CC(OC(=O)Cn1[nH]c(=O)c2ccccc2c1=O)C(=O)Nc1ccccc1[N+](=O)[O-] (stereo not given)	i	i	-0.4
Cc1nc2scc(C)n2c(=O)c1S(=O)(=O)N1CCN(c2cccc(C(F)(F)F)c2)CC1	i	i	-2.6
COc1ccccc1CNC(=O)c1ccc(Br)o1	i	i	0.4
CCOc1ccc(NC(=O)c2c[nH]n3c(=O)cc(C4CCN(C(=O)OC(C)(C)C)CC4)nc23)cc1	i	i	-0.6
CC(=O)c1ccc(N2CCc3ccccc3C2)c([N+](=O)[O-])c1	i	i	-6.2
COCCCNC(=O)c1sc2ncnc(N3CCc4ccccc4C3)c2c1C	i	i	2.0
O=C(Cn1ncc(N2CCCC2)c(Br)c1=O)c1ccc(Cl)cc1	i	i	-1.7
O=C(Cc1cccs1)NNC(=S)NC(=O)c1ccco1	i	i	-1.5
COc1ccccc1OCC(=O)Nc1ccccc1C(=O)N1CCCC1	i	i	3.6
c1ccc(C[n+]2csc3ccccc32)cc1	i	i	-0.5
COc1ccc2oc(C(=O)OCC(=O)NC3CCCC3)c(C)c2c1	i	i	0.4
COCCN(CCOC)C(=O)N1CCOCC1	i	i	-0.2
COc1cccc(C2c3c(oc4ccc(F)cc4c3=O)C(=O)N2CCCN2CCOCC2)c1 (stereo not given)	i	i	-1.0
CCCCc1ccc(NC(=O)COCC)cc1	i	i	0.1
CCCCN(C)S(=O)(=O)c1c(C)[nH]c(=O)[nH]c1=O	i	i	0.0
COc1cc(/C=N/NC(=O)c2nnn(-c3nonc3N)c2C(C)C)ccc1OCc1ccc(F)cc1	i	i	-1.5
FC(F)(F)c1cc(C(F)(F)F)c2ccc(N3CCN(c4ncccn4)CC3)nc2n1	i	i	-1.1
CNc1nc(N)nc(-c2cc(Cl)ccc2OC)n1	i	i	-3.3
CCOC(=O)c1sc(N(C)C)nc1-c1ccccc1	i	i	0.9
O=C(O)CCc1ccccc1OC(=O)c1ccccc1	i	i	-32
CN(CC1CCCO1)S(=O)(=O)c1ccc(C(=O)Nc2nc(-c3ccccn3)cs2)cc1 (stereo not given)	i	i	-0.7
Cc1cc(C)nc(NC(=O)CCCC(=O)O)c1	i	i	-0.6
O=C(NCCCn1ccnc1)c1cc(-c2cccc(O)c2)on1	i	i	0.4
O=C(Nc1cccc(Br)c1)/C(=C\c1cccnc1)NC(=O)c1ccco1	i	i	-0.2
COc1ccc(NC(=O)c2cccnc2)c(OC)c1	i	i	-1.0
Cc1cc2ncc(-c3ncc(C(F)(F)F)cc3Cl)cn2n1	i	i	-2.6
Cc1cc(C)c(C)c(S(=O)(=O)NC(C)C(=O)O)c1C (stereo not given)	i	i	-0.1
O=C(O)C1CCCN1C(=O)c1cncc(Br)c1 (stereo not given)	i	i	0.8
CC(C)(O)C#Cc1ccc(CN2CCN(Cc3ccsc3)C(CCO)C2)s1 (stereo not given)	i	i	-0.8
C=CCn1c(SCC(=O)c2[nH]c(C)c(C(=O)OC)c2C)nc2scc(-c3ccc(OC)c(OC)c3)c2c1=O	i	i	0.1
CCOC(=O)N1CCN(S(=O)(=O)c2cc([N+](=O)[O-])c(C)cc2C)CC1	i	i	0.9
CCc1ccc(C(=O)NNc2ccc(S(N)(=O)=O)cc2)cc1	i	i	-5.2
C=CCNC(=S)NN=C1CCC(c2ccccc2)CC1 (stereo not given)	i	i	-0.1
CCOC(=O)COc1ccccc1C(=O)c1cnn(-c2ccccc2)c1	i	i	-0.5
Cc1ccsc1C(=O)NC(C)c1ccc2c(c1)OCO2 (stereo not given)	i	i	-1.0
O=C(O)C(S)C(S)C(=O)O (stereo not given)	i	i	-6.6
CN1CCN(C(=O)c2ccc(Cn3cc(Cl)cn3)o2)CC1	i	i	-0.2
Cn1c(=NC(=O)COc2ccccc2)sc2cccc(F)c21	i	i	-0.5
CCOc1ccc(C(c2c(NC(=O)c3ccccc3)sc(C)c2C)N2CCN(CCO)CC2)cc1 (stereo not given)	i	i	-1.5

Looked up above:
Value of CC(C)(O)C#Cc1ccc(CN2CCN(Cc3ccsc3)C(CCO)C2)s1 (stereo not given) in STK33 kinase inh: -0.8
Value of Cc1cc2ncc(-c3ncc(C(F)(F)F)cc3Cl)cn2n1 in STK33 kinase inh: -2.6
Value of O=C(O)C(S)C(S)C(=O)O (stereo not given) in STK33 kinase inh: -6.6
Value of COc1ccc(NC(=O)c2cccnc2)c(OC)c1 in STK33 kinase inh: -1.0

Among those listed so far, these have bromine.
SMILES	CHT allo act	CHT block	STK33 kinase inh
COc1ccc(Br)cc1[C@H]1[C@@H]2C=CCC[C@@]2(C)C(=O)N1Cc1ccccc1	i	i	-1.6
Cc1nn(C)c(C)c1Sc1ccc(Br)cc1	i	i	-1.0
CC(=O)c1c(C)nc2ccc(Br)cc2c1-c1ccccc1	i	i	-1.3
CCOc1cc(/C=N/n2cnnc2)cc(Br)c1O	i	i	5.3
COc1ccccc1CNC(=O)c1ccc(Br)o1	i	i	0.4
O=C(Cn1ncc(N2CCCC2)c(Br)c1=O)c1ccc(Cl)cc1	i	i	-1.7
O=C(Nc1cccc(Br)c1)/C(=C\c1cccnc1)NC(=O)c1ccco1	i	i	-0.2
O=C(O)C1CCCN1C(=O)c1cncc(Br)c1 (stereo not given)	i	i	0.8

Remaining list, next part
SMILES	CHT allo act	CHT block	STK33 kinase inh
CCn1c2ccccc2c2nnc(SCC(=O)c3ccccc3)nc21	i	i	-1.2
Clc1ccc(-n2ncc3c(NCc4cccnc4)ncnc32)cc1Cl	i	i	-0.4
Cc1ccccc1-c1noc(-c2ccccc2C(=O)N2CCCC2)n1	i	i	-0.2
CC(Oc1ccccc1)C(=O)N(CCC1=CCCCC1)c1c(N)n(Cc2ccccc2)c(=O)[nH]c1=O (stereo not given)	i	i	-1.7
COc1ccc(CCC(C)Nc2ccc(F)c(F)c2)cc1 (stereo not given)	i	i	0.7
C=CCC1(Cl)C(=O)C(Cl)=C(N2CCN(C)CC2)C1(OC)OC (stereo not given)	i	i	0.3
CCN(CC)C1=CC2=CC(=C(C#N)C#N)CCC2CC1 (stereo not given)	i	i	0.4
CCOC(=O)C(NS(=O)(=O)c1ccccc1)(C(F)(F)F)P(=O)(OC(C)C)OC(C)C (stereo not given)	i	i	-1.1
O=C1/C(=C/C=C/c2ccco2)SC(=S)N1c1ccc(O)cc1	i	i	-1.1
CC(C)(C)NC(=O)Cn1nnc(-c2ccc(S(C)(=O)=O)cc2)n1	i	i	0.9
